High-throughput results: PubChem, several laboratories
Avidin bead fluor = avidin bead compound fluorescence profile; fluorescence (KMESF) at 10 µM; 220,000 compounds, 0.38% hits; Avidin beads, compound fluorescence 488/530 nm, flow cytometry; active compounds read high; in the data active = fluorescence above about 47; note: inactives centre near 10
Cdc42 wt GTP = changes GTP binding to wildtype human Cdc42; P60953; GST-Cdc42 beads, Bodipy-GTP binding, flow cytometry; actives lie on both sides; percent activity (GTP binding), % at 10 µM; 190,000 compounds, 0.2% hits;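 active = percent activity GTP binding at least 20 points away from the 100% baseline, either down as inhibitor or up as activator; inconclusive = compound flagged as likely green fluorescent from well-wide comparison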;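 note: median bead fluorescence of bound Bodipy-FL-GTP at 100 nM; 0% = excess unlabeled GTP control and 100% = no compound control; below 100% means less GTP binding so inhibitor and above means activator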
Target sequence (P60953 whole entry, looked up): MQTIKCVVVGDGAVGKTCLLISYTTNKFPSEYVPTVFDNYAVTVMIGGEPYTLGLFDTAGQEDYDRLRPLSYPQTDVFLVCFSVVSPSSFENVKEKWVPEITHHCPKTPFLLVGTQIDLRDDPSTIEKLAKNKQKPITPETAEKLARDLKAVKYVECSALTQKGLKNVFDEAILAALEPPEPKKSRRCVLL
HRas wt GTP = modulators of GTP binding to human HRas wildtype. P01112. GTP binding activity, % at 10 µM. AID 759. GST-Ras wt beads, Bodipy-FL-GTP binding, flow cytometry; actives lie on both sides. 190,000 compounds, 0.14% hits;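 active = GTP binding activity at least 20% away from the 100% baseline, either lowered as inhibitor or raised as activator; inconclusive = flagged as likely green fluorescent, judged across all proteins in the well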;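 note: 0% = unlabeled GTP competition control and 100% = no-compound control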
Target sequence (P01112 whole entry, looked up): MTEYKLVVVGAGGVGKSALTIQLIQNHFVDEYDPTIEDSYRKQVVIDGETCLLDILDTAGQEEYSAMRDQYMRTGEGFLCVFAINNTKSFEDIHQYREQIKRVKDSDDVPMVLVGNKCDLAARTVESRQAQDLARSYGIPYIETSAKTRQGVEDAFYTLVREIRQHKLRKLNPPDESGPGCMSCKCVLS
Rab7 wt modul = dog Rab7 wildtype GTP binding, inhibitors and activators; GTP binding activity (percent of control), % at 10 µM; 190,000 compounds, 0.055% hits; GST-Rab7 beads, fluorescent GTP binding, flow cytometry; actives lie on both sides; untreated = 100%, excess cold GTP = 0%; AID 758;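 active = fluorescent GTP binding to Rab7 beads changed by at least 20 points from the 100% baseline, either direction, mostly lower; inconclusive = compound itself probably fluorescent, or too few beads counted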;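 note: median green fluorescence of bound Bodipy-FL-GTP per Rab7 bead population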
GSH bead fluor = GSH bead compound fluorescence profile; fluorescence (KMESF) at 10 µM; 190,000 compounds, 0.25% hits; AID 1776; GSH beads flow cytometry, compound fluorescence 488/530 nm; active compounds read high; in the data active = fluorescence above about 89;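 note: glutathione beads carrying GST-tagged Bcl family fusion proteins plus one bare bead set; values are compound well signal with DMSO vehicle wells as background; inactives centre near 16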
Rab2 wt GTP = changes GTP binding to wildtype dog Rab2A, up or down; GST-Rab2 wt beads, Bodipy-GTP binding, flow cytometry; 190,000 compounds, 0.19% hits; GTP binding activity, % at 10 µM; AID 760; P61105;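 active = GTP binding activity at least 20 points away from 100%, either lowered or raised; inconclusive = signal likely due to the compound's own green fluorescence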;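 note: 0% = beads with excess unlabeled GTP and 100% = no-compound control corrected for plate trend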
Rac1 wt GTP bind = human Rac1 wildtype GTP binding, inhibitors and activators; 190,000 compounds, 0.27% hits; GST-Rac1 beads, fluorescent GTP binding, flow cytometry; actives lie on both sides; 0 = cold GTP competed, 100 = untreated; AID 757; P63000; GTP binding activity (% of control), % at 10 µM;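 active = GTP binding activity at least 20 points away from the 100% control level, either lower or higher; inconclusive = compound flagged as likely green fluorescent, judged across all proteins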
ABCB1 block = blocks JC-1 efflux by human ABCB1 transporter | P08183 | CCRF-Adr cells, flow cytometry | inhibition, % at 6.6 µM | 190,000 compounds, 0.067% hits | AID 1326; in the data active = inhibition above about 40%;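 note: 0% = vehicle and 100% = reference inhibitor; higher value means more JC-1 retained so stronger ABCB1 efflux block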
Pf gamet viab = kills late stage P. falciparum gametocytes; inhibition, % at 10.9 µM; 150,000 compounds, 0.065% hits; AID 743093; P. falciparum stage V gametocytes, ATP luminescence, 24 h;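 active = inhibition above the mean plus 3 SD of compounds within the control limits, set per campaign, cut at about 38% in these data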;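 note: 0% = DMSO wells and 100% = medium only without gametocytes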
Rac1 mut GTP = human Rac1 activated mutant GTP binding change; AID 764; 190,000 compounds, 0.11% hits; percent activity (GTP binding), % at 10 µM; GST-Rac1 activated beads, fluorescent GTP binding, flow cytometry; actives lie on both sides; 100% means binding = to untreated wells;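 active = GTP binding at least 20 percentage points away from the 100% baseline, in either direction, so actives lie on both sides; inconclusive = Compound likely fluorescent itself, or too few beads counted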
ABCG2 inh = human ABCG2 inhibition, ABCB1 as counter-screen; AID 1325; IgMXP3 cells, JC-1 efflux, flow cytometry; Q9UNQ0; 190,000 compounds, 0.1% hits; inhibition, % at 6.6 µM;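 active = inhibition above 80%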;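 note: 0% = DMSO and 100% = nicardipine control wells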
Target sequence (Q9UNQ0 whole entry, looked up): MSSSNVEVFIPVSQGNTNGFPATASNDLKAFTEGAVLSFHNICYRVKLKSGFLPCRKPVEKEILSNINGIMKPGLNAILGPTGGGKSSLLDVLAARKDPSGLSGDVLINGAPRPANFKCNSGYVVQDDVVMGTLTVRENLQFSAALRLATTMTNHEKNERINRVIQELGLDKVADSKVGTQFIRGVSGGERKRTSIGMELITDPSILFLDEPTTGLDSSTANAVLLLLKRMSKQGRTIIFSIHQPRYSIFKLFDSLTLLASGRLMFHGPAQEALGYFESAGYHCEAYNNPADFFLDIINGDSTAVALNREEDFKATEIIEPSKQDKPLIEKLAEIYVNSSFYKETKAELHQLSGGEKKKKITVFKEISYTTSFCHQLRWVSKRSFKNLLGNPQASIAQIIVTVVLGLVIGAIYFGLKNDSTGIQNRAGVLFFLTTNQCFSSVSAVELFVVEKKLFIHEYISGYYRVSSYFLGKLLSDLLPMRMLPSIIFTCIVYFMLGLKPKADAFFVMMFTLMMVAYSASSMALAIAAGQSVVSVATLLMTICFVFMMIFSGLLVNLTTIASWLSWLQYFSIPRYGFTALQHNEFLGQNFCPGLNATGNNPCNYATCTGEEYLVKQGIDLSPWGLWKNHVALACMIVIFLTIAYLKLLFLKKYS
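Incubation: cells with compound and JC-1, 10 min at 25 °C, rotating, no wash / Test system: IgMXP3 (ABCG2) plus far-red-tagged CCRF-Adr (ABCB1) cells / Compound dosing: one concentration, 6.6 µM final / Also added: JC-1 fluorescent substrate / Evaluation: efflux inhibition in percent versus controls / Detection: flow cytometry, 530 nm JC-1 signal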
The depositor's hits bear a star; ? = inconclusive; / = no result given. Rows are unselected; any-hit rate near 1.1%.

SMILES | Avidin bead fluor | Cdc42 wt GTP | HRas wt GTP | Rab7 wt modul | GSH bead fluor | Rab2 wt GTP | Rac1 wt GTP bind | ABCB1 block | Pf gamet viab | Rac1 mut GTP | ABCG2 inh
CN(C)c1nc(N)nc(CSc2nnnn2C)n1 | 12 | 98 | 99 | 98 | 28 | 97 | 96 | 2.3 | 26 | 93 | 11
CC(=O)N1CCc2cc(S(=O)(=O)CCC(=O)N3CCN(c4ccccn4)CC3)ccc21 | 7 | 101 | 101 | 101 | 19 | 101 | 107 | -0.3 | 7 | 100 | 0
CCOCCCNC(=O)c1ccccc1OC1CCN(S(C)(=O)=O)CC1 | 10 | 96 | 94 | 94 | 18 | 94 | 98 | 0.4 | -33 | 97 | 1
CCN1CCCC1CNC(=O)Cn1ncc2c(=O)oc3ccc(C)cc3c21 (stereo not given) | 6 | 101 | 101 | 98 | 16 | 101 | 103 | 0.4 | / | 99 | 0
COc1ccc(C)cc1NC(=O)CN(C)S(=O)(=O)c1cnc[nH]1 | 5 | 101 | 100 | 100 | 51 | 99 | 102 | 0.0 | -8 | 98 | 0
COc1ccc(CNC(=O)c2ccc(Br)o2)cc1 | 12 | 105 | 104 | 101 | 17 | 102 | 106 | 0.4 | / | 98 | 2
O=C(Nc1cccc(O)c1)c1noc2c1CCc1ccccc1-2 | 6 | 100 | 98 | 98 | 30 | 99 | 101 | 0.7 | / | 98 | 6
CCOC1(/N=C(\C)NS(=O)(=O)c2ccc(Cl)cc2)C(C)=CC(=O)C=C1C | 9 | 94 | 94 | 92 | 18 | 92 | 95 | 0.7 | 3 | 94 | 2
Brc1cccc(CN2CCCCCCC2)c1 | 15 | 97 | 97 | 95 | 11 | 95 | 95 | 0.3 | / | 96 | 1
CCOc1ccc(NC(=O)Cn2nnc(-c3ccccc3F)n2)cc1 | / | 99 | 96 | 95 | 28 | 100 | 101 | -0.2 | / | 98 | -1
Cc1cc(N2CCCC2)nc2c(C)cccc12 | 8 | 97 | 93 | 99 | 19 | 102 | 98 | -0.4 | -8 | 97 | 0
COc1ccc(C2C(=O)N(C3CCCCC3)CC(=O)N2C2CCCCC2)cc1 (stereo not given) | 5 | 103 | 102 | 102 | 39 | 102 | 105 | 3.5 | / | 100 | 2
NC(=O)CCS(=O)(=O)CCN1CCCCC1 | 16 | 101 | 102 | 103 | 15 | 103 | 110 | 0.4 | / | 101 | 2
CC(Oc1ccccc1F)C(=O)/C=C/N(C)C (stereo not given) | 34 | 102 | 102 | 103 | 24 | 98 | 104 | -0.4 | / | 101 | -7
CO/N=C(\Cn1ncc(N2CCCC2)c(Br)c1=O)c1ccc(Cl)cc1 | 7 | 99 | 98 | 92 | 5 | 95 | 97 | 0.6 | / | 98 | 4
COCCCNc1nc(=S)[nH]c2cc(OC)c(OC)cc12 | 9 | ? | ? | ? | 4 | ? | ? | 0.2 | -21 | ? | 3
CCCCCCn1c(N2CCN(c3cccc(Cl)c3)CC2)nc2c1c(=O)[nH]c(=O)n2C | 36 | 100 | 103 | 101 | 16 | 101 | 101 | 0.9 | / | 100 | 3
COc1ccc(-n2c(SCC(=O)Nc3nc(C)cs3)nnc2-c2ccoc2C)cc1 | / | 96 | 99 | 97 | 18 | 99 | 102 | 0.3 | 1 | 96 | 2
CN(C)S(=O)(=O)c1cccc(C(=O)OCC(=O)c2c(N)n(C)c(=O)n(C)c2=O)c1 | 23 | 100 | 102 | 106 | 14 | 99 | 99 | 0.0 | -13 | 97 | 1
Cc1ccc(C(=O)ONc2ccc(N=NC(=O)c3ccccc3O)cc2)cc1 | 5 | 101 | 99 | 99 | 14 | 99 | 101 | -0.5 | -11 | 97 | -1
CC1CN(C)C(C)CC1NCc1ccc2c(c1)OCO2 (stereo not given) | 21 | 101 | 99 | 100 | 13 | 97 | 102 | 0.3 | / | 99 | 2
CC1Cc2ccccc2N1C(=O)/C=C/c1cccc(F)c1 (stereo not given) | 25 | 96 | 97 | 102 | 11 | 99 | 98 | 0.5 | -11 | 96 | 3
CCOc1ccc(CCNC(=O)CN2CCN(Cc3ccccc3F)C2=O)cc1OCC | 15 | 101 | 100 | 96 | 24 | 100 | 101 | 1.6 | / | 99 | 19
CCOC(=O)c1ccc(NC(=S)NCCCN2CCCCC2)cc1 | 8 | 105 | 100 | 102 | 9 | 101 | 107 | -0.2 | / | 102 | -1
CC(=O)OCC(=O)c1ccc2ccn(C(C)=O)c2c1 | 28 | 99 | 102 | 99 | 25 | 104 | 104 | -0.4 | -2 | 100 | 3
COc1ccccc1-c1ccc(=O)n(CC(=O)NC2CCc3ccccc32)n1 (stereo not given) | 10 | 95 | 95 | 104 | 10 | 96 | 100 | 0.0 | / | 95 | 0
O=C(NCc1cccnc1)c1sc2cc(Cl)ccc2c1Cl | 30 | 98 | 99 | 98 | 8 | 94 | 96 | 0.7 | -11 | 97 | 3
CN(CCNC(=O)c1cn(C)c2ccc(S(=O)(=O)N3CCCC3)cc2c1=O)CCc1ccccc1 | 18 | 103 | 103 | 102 | 34 | 103 | 106 | 0.6 | 20 | 98 | 2
CN(C)S(=O)(=O)c1ccc(C(=O)OCc2ccc(C#N)cc2)cc1 | 10 | 101 | 101 | 104 | 33 | 104 | 106 | -0.1 | / | 100 | 24
CCOC(=O)c1[nH]c(C)c(C(=O)OCC(=O)N2CC(=O)Nc3ccccc32)c1C | 12 | 102 | 101 | 100 | 20 | 99 | 105 | 0.5 | 12 | 102 | 5
N#Cc1ccc(CSc2nnc3ccccn23)cc1 | 10 | 99 | 99 | 100 | 13 | 100 | 104 | -0.4 | 11 | 97 | 0
COCc1ccc(O)c2ncccc12 | 8 | 104 | 103 | 99 | 42 | 101 | 109 | -0.2 | / | 99 | 1
CC(C)c1ncc(C(O)c2cccc3ccccc23)n1C (stereo not given) | 7 | 102 | 99 | 98 | 33 | 100 | 101 | 0.1 | -20 | 100 | 0
CC(C)(C)OC(=O)NCCCCc1cn(CC(=O)N2CCN(C(=O)OC(C)(C)C)CC2)nn1 | 5 | 98 | 98 | 98 | 19 | 98 | 100 | 0.9 | 3 | 97 | 2
CCn1c(-c2ccc(F)cc2)cnc1SCC(=O)N1CCc2ccccc21 | 7 | 98 | 98 | 99 | 10 | 98 | 102 | 0.9 | / | 98 | 7
Brc1ccc(N=Cc2ccccn2)cc1 | 4 | 99 | 100 | 100 | 25 | 97 | 99 | -0.2 | 3 | 97 | 2
COc1cccc(C2=NOC(C(=O)NCc3ccc(F)cc3)C2)c1 (stereo not given) | 12 | 98 | 98 | 102 | 18 | 97 | 95 | 0.5 | / | 95 | 1
Cc1n[nH]c(C)c1Sc1ccccc1N | 11 | 98 | 102 | 108 | 68 | 96 | 100 | -0.2 | -18 | 98 | 1
COc1ccc2nc(C)cc(SCC(=O)NNC(=O)COc3ccc(C)cc3)c2c1 | 36 | 102 | 100 | 98 | 15 | 99 | 104 | 0.2 | -6 | 100 | 1
COC(=O)c1cccc(NC(=S)N2CCN(c3ccccc3F)CC2)c1 | 6 | 95 | 98 | 103 | 20 | 98 | 101 | 0.5 | 0 | 98 | 5
Cc1ccccc1/C=N/NC(=O)CSc1nc2ccccc2o1 | 12 | 100 | 96 | 95 | 23 | 96 | 103 | -2.6 | 8 | 94 | 8
Cc1ccn(CCC(=O)N2CCCC(CCC(=O)N3CCN(c4ccccn4)CC3)C2)n1 (stereo not given) | 10 | 97 | 98 | 102 | 17 | 100 | 99 | 0.4 | 10 | 99 | 1
Cc1cccc(NC(=S)NC(=O)c2cccs2)n1 | 9 | 95 | 96 | 96 | 11 | 93 | 95 | 0.6 | / | 94 | 6
C=CCn1c(C(CC)CC(C)(C)O)n[nH]c1=S (stereo not given) | 22 | 95 | 96 | 100 | 11 | 99 | 95 | -0.5 | 14 | 96 | -1
CCCOc1c(Cl)cc(C(=O)NC)cc1OC | 10 | 94 | 92 | 93 | 14 | 94 | 93 | 0.8 | 0 | 90 | 10
CCOc1ccc(C(=O)NCC(=O)OCC(=O)N2C(C)CCCC2C)cc1 (stereo not given) | 31 | 102 | 101 | 104 | 11 | 101 | 104 | 0.6 | / | 100 | 6
CCCCNC(=S)N(C)/N=C/c1ccc2c(c1)OCO2 | 16 | 99 | 98 | 98 | 15 | 99 | 100 | 1.2 | -9 | 97 | 21
CCCCc1nnc(NC(=O)C(C)Sc2nc(O)c(Cc3ccccc3)c(=O)[nH]2)s1 (stereo not given) | 11 | 101 | 100 | 102 | 20 | 99 | 102 | 1.4 | / | 95 | 3
CC(C)(O)C1=NOC(c2ccccc2)C1 (stereo not given) | 200* | 97 | 97 | 99 | 25 | 100 | 99 | -0.2 | 1 | 99 | 0
CCOC(=O)c1ccc(NC(=S)N(CCN(C)C)Cc2cccs2)cc1 | 10 | 100 | 98 | 96 | 14 | 97 | 99 | 3.9 | -12 | 100 | 10

(list continues)
SMILES | Avidin bead fluor | Cdc42 wt GTP | HRas wt GTP | Rab7 wt modul | GSH bead fluor | Rab2 wt GTP | Rac1 wt GTP bind | ABCB1 block | Pf gamet viab | Rac1 mut GTP | ABCG2 inh
COc1ccc(-c2[nH]ncc2C2N=C(N)Nc3nc4ccccc4n32)cc1 (stereo not given) | 22 | 100 | 100 | 101 | 9 | 97 | 97 | 0.0 | -28 | 96 | 1
COC(=O)C1=C(C)NC(=O)CC1c1ccccc1F (stereo not given) | 33 | 98 | 100 | 100 | 23 | 98 | 104 | 0.3 | -1 | 99 | 1
COC(=O)c1cccc(NC2CC(=O)N(c3ccc(OC)c(OC)c3)C2=O)c1 (stereo not given) | 11 | 109 | 105 | 102 | 13 | 105 | 108 | 0.1 | / | 105 | 1
CCO[C@H]1OC(C(=O)N2CCN(C)CC2)=C[C@@H](C)[C@@H]1CCCO | 6 | 97 | 98 | 105 | 19 | 97 | 99 | 0.8 | 7 | 96 | 3
CN(C(=O)CCN1C(=O)C(C)(C)Nc2ccccc21)c1ccccc1 | 7 | 99 | 98 | 97 | 11 | 97 | 97 | 0.9 | / | 98 | 4
COc1ccc(OCC(O)COc2ccc(OC)cc2)cc1 | 17 | 97 | 94 | 98 | 10 | 95 | 99 | 0.1 | 1 | 95 | 1
N#Cc1c(Nc2ccccc2)sc(C(=O)C2CC2)c1N | 14 | 101 | 98 | 100 | 17 | 97 | 98 | -0.2 | 17 | 99 | -1
